PMI act hi M6P: activators of human phosphomannose isomerase at near-saturating mannose 6-phosphate. 0.34% of 190,000 active. AID 1216. activation factor at 20 µM. coupled PMI enzyme assay, resazurin fluorescence, 20 min; active compounds read high; 1 = untreated enzyme, 0 = substrate-free blank;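 active = activation factor of 2 or more at 20 µM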
Target sequence (P34949 whole entry, looked up): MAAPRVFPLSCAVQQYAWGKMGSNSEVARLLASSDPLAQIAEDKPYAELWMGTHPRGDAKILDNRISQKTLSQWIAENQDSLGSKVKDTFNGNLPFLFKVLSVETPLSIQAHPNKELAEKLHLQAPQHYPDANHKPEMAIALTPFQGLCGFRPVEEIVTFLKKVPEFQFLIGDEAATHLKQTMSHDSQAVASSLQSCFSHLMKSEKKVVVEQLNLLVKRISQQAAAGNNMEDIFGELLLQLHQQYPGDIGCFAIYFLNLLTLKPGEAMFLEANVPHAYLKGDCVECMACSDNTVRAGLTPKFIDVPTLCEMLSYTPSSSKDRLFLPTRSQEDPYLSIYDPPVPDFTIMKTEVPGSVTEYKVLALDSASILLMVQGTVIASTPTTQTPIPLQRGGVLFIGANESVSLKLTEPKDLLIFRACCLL
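Test system – human PMI in coupled enzyme assay · Timing – 20 min incubation at room temperature · Detection – Diaphorase-driven resazurin-to-resorufin fluorescence, excitation 544, emission 590 nm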
Diaphorase act: counter-screen for diaphorase-based assays: diaphorase activators and chemical reducers; Diaphorase/resazurin coupled assay, resorufin fluorescence, 16 min; active compounds read high; 1 = vehicle wells, 0 = NADH-free wells; activation factor at 20 µM; 0.005% of 190,000 active;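 active = diaphorase activity raised at least twofold by the compound at 20 µM; inactive = activation factor below 2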
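Material: bacterial diaphorase enzyme (C. kluyveri); amount: enzyme 0.07 U/mL final; reagent: NADH substrate 0.114 mM plus resazurin dye 0.1 mM, final; doses: single compound dose of 20 µM, 1% DMSO final; timing: 16 min enzyme reaction, ambient temperature; measured by: fluorescence of resorufin, 544 nm excitation, 590 nm emission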
PMI act: increases human mannose-6-phosphate isomerase activity. purified human PMI, coupled resazurin fluorescence, 20 min; active compounds read high; 1 = vehicle control, 0 substrate-free wells. activation factor at 20 µM. AID 1214. P34949. 0.005% of 190,000 active;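 active = activation factor of 2 or more at 20 µM, relative to plate controls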
Diaphorase inh: inhibits diaphorase or chemically oxidizes, flagging diaphorase assay artifacts. diaphorase resazurin-to-resorufin fluorescence, NADH, 16 min; bacterial (C. kluyveri) enzyme, not human. inhibition, % at 20 µM. 0.69% of 190,000 active. AID 1217;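 active = primary screen inhibition at 20 µM above a set limit, cut at about 50% in these data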;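 note: plate controls were DMSO with full reaction for no effect and wells lacking NADH for full effect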
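material = Clostridium kluyveri diaphorase enzyme | amount = 0.14 U/mL diaphorase, enzyme working solution | schedule = incubation 16 min, room temperature | detection = fluorescence of resorufin formed from resazurin, Ex 544/Em 590 nm | benchmarks = positive control minus NADH, DMSO neutral control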
ROMK primary: modulators of human ROMK potassium channel | P48048 | AID 1918 | Tet-inducible ROMK, thallium flux fluorescence; actives lie on both sides | 2% of 130,000 active | B-score at 10 µM;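 active = signal ratio slope over the read window, or its plate-corrected B-score, at least 3 SD from the plate mean, either direction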;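 note: B-score of the F/F0 ratio slope over 7 to 12 s after thallium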
PPARg SRC-1 ag: agonists of human PPARgamma SRC-1 coactivator recruitment | P37231 | PPARgamma-SRC-1 coactivator recruitment biochemical assay | activation, % at 8 µM | 0.41% of 200,000 active | AID 631; in the data active = activation above about 19%;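 note: 0% = DMSO and 100% = reference agonist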
S1P3 antagonist: antagonists of human S1P3 receptor; CHO S1P3 NFAT-BLA reporter, FRET fluorescence, antagonist mode; Q99500; inhibition, % at 4.98 µM; 0.27% of 170,000 active;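 active = inhibition above the plate cutoff, the mean inhibition of test wells on that plate plus 3 SD, cut at about 28% in these data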;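 note: cells challenged with S1P at its EC80 of 0.8 µM; blue over green emission ratio from cleaved BLA substrate after 4 h stimulation; 0% = S1P-stimulated wells and 100% = unstimulated DMSO-only wells; some compounds past the cut are filed as inactive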
Target sequence (Q99500 whole entry, looked up): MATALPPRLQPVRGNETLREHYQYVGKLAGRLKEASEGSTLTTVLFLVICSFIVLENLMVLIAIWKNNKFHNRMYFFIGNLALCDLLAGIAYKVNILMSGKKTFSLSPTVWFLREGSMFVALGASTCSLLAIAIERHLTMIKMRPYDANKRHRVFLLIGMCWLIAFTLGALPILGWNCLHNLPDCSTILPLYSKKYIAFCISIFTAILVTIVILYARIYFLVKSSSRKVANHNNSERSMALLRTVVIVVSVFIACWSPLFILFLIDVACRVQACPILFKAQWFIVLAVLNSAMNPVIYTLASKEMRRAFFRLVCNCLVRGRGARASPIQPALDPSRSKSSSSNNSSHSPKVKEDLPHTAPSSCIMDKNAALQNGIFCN
PPARg SRC3 recr: PPARgamma-driven SRC-3 recruitment agonism. P37231. biochemical PPARgamma/SRC-3 coactivator recruitment assay. activation, % at 8 µM. 0.26% of 200,000 active. AID 731; in the data active = activation above about 23%;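 note: 0% = DMSO and 100% = reference agonist; some compounds past the cut are filed as inactive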
G6PDH counter: inhibits Leuconostoc G6PDH, flagging false hits in G6PDH-based assays. Purified L. mesenteroides G6PDH, diaphorase/resazurin coupled fluorescence, 45 min. inhibition, % at 5 µM. 0.12% of 200,000 active. AID 1020; in the data active = inhibition above about 50%
SRC2 TRFRET art: counter-screen for PPARgamma SRC-2 recruitment agonists: TR-FRET artefact; active compounds read high; TR-FRET ratio at 8 µM; 0.4% of 200,000 active; AID 1049; in the data active = TR-FRET ratio above about 2000; note: inactives centre near 1500
PPARg SRC2 recr: promotes SRC-2 coactivator recruitment by human PPARgamma. 0.34% of 200,000 active. activation, % at 8 µM. PPARgamma LBD-SRC-2 recruitment, biochemical; in the data active = activation above about 22%;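 note: 0% = vehicle and 100% = reference agonist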
Numbers without * were called inactive; x = not tested or not shown. Compounds as they come; any-hit rate near 3.3%.

mol,PMI act hi M6P,Diaphorase act,PMI act,Diaphorase inh,ROMK primary,PPARg SRC-1 ag,S1P3 antagonist,PPARg SRC3 recr,G6PDH counter,SRC2 TRFRET art,PPARg SRC2 recr
O=C(Nc1cnn(Cc2ccccc2)c1)c1cc2nc(-c3ccco3)cc(C(F)(F)F)n2n1,0.9,0.7,0.8,28,x,5,11,-3,-3,1661,1
CSCC[C@H](NC(=O)CC(C)(C)C)c1nc2ccccc2[nH]1,1,0.9,1,10,x,5,x,-9,-3,1592,11
NC(=O)c1ccccc1N/C=C/C(=O)c1ccc(Cl)cc1,1,0.9,0.9,8,0.87,3,x,10,-4,1591,9
COc1ccc(C)cc1S(=O)(=O)N(C)CC(=O)NCc1ccco1,1,0.8,0.9,16,-0.61,-3,-11,1,-4,1622,9
CCN(CC)c1ccc2cc(C(N)=O)c(=N)oc2c1,0.8,0.9,0.9,6,x,12,-22,4,6,1801,5
O=C(Nc1ccc(S(=O)(=O)NC2CCCC2)cc1)c1cnccn1,1,0.9,1,7,x,0,-14,-3,31,1564,-4
COc1ccc(Cn2nnnc2C(c2cc3cccc(C)c3[nH]c2=O)N2CCOCC2)cc1 (stereo not given),1.2,0.9,1.1,12,x,-2,-39,5,-3,1574,-1
O=C(CCN1CCN(C/C=C/c2ccccc2)CC1)Nc1ccccc1F,1.2,0.9,1.2,8,x,-6,11,-2,-6,1550,-10
CC(C)CC(=O)Nc1cc2nn(-c3ccccc3)nc2cc1Cl,0.9,0.9,0.9,8,0.32,-1,x,-2,8,1496,2
COc1cccc(/C=N\NC(=O)c2ccc(Cn3cc(Br)c([N+](=O)[O-])n3)o2)c1O,1.3,1.3,1.1,-27,-0.38,6,3,3,-2,1491,4
CCOC(=O)c1ccc(COC(=O)CNS(=O)(=O)c2ccccc2)cc1,1,1,1,-4,-0.29,4,-16,1,-1,1542,-1
CC1CCCN(c2nc3c(c(=O)[nH]c(=O)n3C)n2CCCc2ccccc2)C1 (stereo not given),1,0.9,1,6,x,6,x,2,-26,1775,2
CCOC(=O)C1=C(CSc2nc(CC)c(C)cc2C#N)OC(N)=C(C#N)C1c1ccc(OC)cc1 (stereo not given),0.5,0.7,0.7,26,x,4,x,-2,5,1743,12
CCN(CC)S(=O)(=O)c1ccc2nc(CSc3nnnn3-c3ccc(O)cc3)[nH]c2c1,0.9,0.8,0.9,19,x,-6,-5,-8,7,1366,2
COC(=O)NNC(=O)C(C)Oc1ccc(Cl)cc1Cl (stereo not given),1.1,1,1,-2,x,7,x,2,-1,1595,7

More records
mol,PMI act hi M6P,Diaphorase act,PMI act,Diaphorase inh,ROMK primary,PPARg SRC-1 ag,S1P3 antagonist,PPARg SRC3 recr,G6PDH counter,SRC2 TRFRET art,PPARg SRC2 recr
Cc1noc(C)c1C(=O)Nc1ccccc1-c1ccccc1,0.9,0.9,0.9,10,0.069,-4,22,7,33,1380,6
Fc1ccc(CN2CCN(c3ncccn3)CC2)cc1,1,0.9,0.9,7,0.13,2,x,0,3,1414,3
Cc1ccc2c(c1)CCCN2C(=O)c1ccncc1,1.1,1,1.1,1,x,0,2,-13,9,1463,6
O=C(CSc1nnc(-c2cccs2)n1-c1ccccc1)NCc1ccc2c(c1)OCO2,0.9,0.9,0.8,10,-0.066,7,-18,3,13,1508,11
CCN(CC)S(=O)(=O)c1cccc(C(=O)N2CC(O)CC2C(=O)OC)c1 (stereo not given),0.9,0.9,1,14,x,-4,x,-4,4,1330,-2
Nc1nc(-c2ccccc2)[nH]c(=O)c1N,0.9,1,1,4,0.54,9,-5,4,-3,1571,2
CCOc1ccc(Cl)cc1S(=O)(=O)N1CCN(c2ccc(F)cc2)CC1,0.9,0.9,0.9,14,x,-2,-12,-5,-31,1546,0
Cc1cc(SCCOc2ccc(Br)cc2)nc(N)n1,0.9,0.8,0.8,22,0.15,-4,x,-4,3,1378,-7
O=C(Cn1nnc2ccccc21)OCC(=O)c1ccccc1,1.2,1.1,1.2,-13,0.27,-1,x,-11,13,1671,4
CC(NC(=O)c1ccc(Cl)cc1Cl)C(c1ccccc1)N1CCOCC1 (stereo not given),0.9,0.9,0.9,13,1.1,7,-25,3,-3,1564,0
CCC(=O)NC(=S)Nc1cccc(C(C)=O)c1,1,1,1,4,x,6,x,5,1,1668,-2
COc1cccc(-c2csc(N3CCN(C(=O)NC45CC6CC(CC(C6)C4)C5)CC3)n2)c1,0.9,0.7,0.9,27,-0.89,0,x,11,3,2123*,0
Cc1c(N(C(=O)c2cnccn2)C2(C(=O)NC3CCCC3)CCCCC2)c(=O)n(-c2ccccc2)n1C,1.1,0.9,1.2,6,0.53,7,-6,-3,2,1593,-3
CCOC(=O)c1cnn(-c2ccccc2)c1NC(=O)c1ccc(C)cc1,1,0.9,1,13,0.34,3,x,-1,5,1608,10
CCOC(=O)N/N=C(C)/C=C/c1ccco1,0.9,0.9,1,7,-0.033,-2,-3,-1,0,1687,-9

Next part:
mol,PMI act hi M6P,Diaphorase act,PMI act,Diaphorase inh,ROMK primary,PPARg SRC-1 ag,S1P3 antagonist,PPARg SRC3 recr,G6PDH counter,SRC2 TRFRET art,PPARg SRC2 recr
CC(Oc1ccc(Cl)cc1Cl)C(=O)Nc1ccncc1 (stereo not given),1,0.9,1,13,0.61,2,-48,-4,1,1547,6
COCc1ccc(CN2CCCC(CO)(Cc3cccc(Cl)c3)C2)o1 (stereo not given),1,1,1,1,-1.3,-2,-12,0,4,1504,4
COc1ccc(C(=O)OCC(=O)N2C(C)CCCC2C)cc1[N+](=O)[O-] (stereo not given),1,0.9,1.1,6,x,-7,-29,0,1,1462,7
CCN(CC)S(=O)(=O)c1ccc(/C=C/C(=O)OCC(=O)Nc2ccc(S(N)(=O)=O)cc2)cc1,1,1,0.3,-2,0.23,-7,-22,-3,0,1337,5
COc1ccc(CCN(CC(=O)NC(C)(C)C)C(=O)Cn2nnc(-c3ccc(C)o3)n2)cc1OC,1.1,1,1.1,2,0.24,1,-10,2,8,1446,-4
Cc1ccc(S(=O)(=O)c2ccc(Oc3cccc(C)c3)cc2)cc1,1,0.9,0.9,6,x,-8,x,-6,1,1572,-1
O=C(c1ccc2c3c(cccc13)CC2)C1CCCN(Cc2cccnc2)C1 (stereo not given),0.9,0.9,0.8,14,-0.83,10,-9,8,16,1626,4
CC(C)c1nc(SCC(=O)Nc2ccc3c(c2)OCCO3)n[nH]1,1,0.9,1,12,-0.83,5,2,-2,5,1616,3
CCOC(=O)C1=C(O)/C(=C/c2cn(CC(=O)N3CCCC3)c3ccccc23)SC1=Nc1ccccc1,1,0.8,1,20,0.52,-4,x,8,-2,1204,-6
COc1cc(/C=C/C(=O)O)cc(S(=O)(=O)Nc2ccc(F)cc2)c1OC,0.9,0.8,1,20,0.31,3,-9,1,3,1651,8
COc1cccc(CNc2ccc(S(=O)(=O)Nc3nccs3)cc2)c1O,1,1,0.8,5,-0.13,8,x,1,8,1635,15
CC(C)CN(CC(C)C)S(=O)(=O)N1CCC(C(=O)NCc2cccnc2)CC1,1,0.9,0.4,11,0.027,-2,-21,5,6,1709,-2
CN(c1ccccc1)S(=O)(=O)c1cccc(NC(=O)CSc2nncs2)c1,0.9,0.7,0.8,27,x,4,14,5,-15,1755,9
COCCCN(C(=O)Nc1ccc(C)c(C)c1)C(C)c1ccccn1 (stereo not given),0.9,0.9,1,14,x,3,-17,-2,1,1404,-4
C=CCn1c(SCC(=O)c2ccc(O)c(O)c2)nnc1-c1ccccc1OC,0.8,0.4,0.7,64*,-0.77,-3,0,7,10,1449,-5

One compound at a time (already shown). Order of values: PMI act hi M6P, Diaphorase act, PMI act, Diaphorase inh, ROMK primary, PPARg SRC-1 ag, S1P3 antagonist, PPARg SRC3 recr, G6PDH counter, SRC2 TRFRET art, PPARg SRC2 recr
Record of COc1cc(/C=C/C(=O)O)cc(S(=O)(=O)Nc2ccc(F)cc2)c1OC = 0.9, 0.8, 1, 20, 0.31, 3, -9, 1, 3, 1651, 8
Record of C=CCn1c(SCC(=O)c2ccc(O)c(O)c2)nnc1-c1ccccc1OC = 0.8, 0.4, 0.7, 64*, -0.77, -3, 0, 7, 10, 1449, -5

Continuation:
mol,PMI act hi M6P,Diaphorase act,PMI act,Diaphorase inh,ROMK primary,PPARg SRC-1 ag,S1P3 antagonist,PPARg SRC3 recr,G6PDH counter,SRC2 TRFRET art,PPARg SRC2 recr
CN(CCc1ccccn1)C(=O)CCC1CCCN(C(=O)CCOc2ccccc2)C1 (stereo not given),1,0.9,0.9,14,-0.76,-3,3,-1,5,1489,-1
Cn1c(CNC(=O)c2ccccc2)nnc1SCC(=O)Nc1nccs1,0.9,0.9,0.9,10,-0.92,0,11,2,11,1432,-1
CCOc1cccc(/C=N/NC(=O)c2cc(-c3cccn3C)n[nH]2)c1O,1.1,0.7,1,29,-0.32,3,-3,1,-1,1390,-2
Cc1ccccc1CS(=O)(=O)CC1(O)CCN(C(=O)c2cccc(C(F)(F)F)c2)CC1,0.9,0.9,0.9,12,x,-5,x,1,-11,1597,2
Brc1ccc(-c2csc3[n+]2CCCCC3)cc1,0.8,0.8,0.9,15,-0.55,-2,-22,-4,8,1450,-11
Cc1cnc(C(=O)Nc2cccc3ncccc23)cn1,0.9,0.9,0.9,12,0.47,-7,x,-6,7,1412,-3
O=C1CCC(CCC(=O)N2CCCC(C(=O)c3ccc(Cl)cc3)C2)=NN1 (stereo not given),1,0.9,0.9,14,0.11,0,-7,-1,8,1414,1
CCOC(=O)c1ccc(Oc2nc(OC)nc(N(C)C)n2)cc1,1,1,1.1,-4,x,2,0,2,0,1621,-4
COc1cccc(/C=C/C(=O)OCC(=O)Nc2cc(C(F)(F)F)ccc2Cl)c1,1,0.9,0.8,11,x,10,0,6,-19,1754,1
CN(CCOc1ccccc1)CC(=O)Nc1ccc(Cl)cc1[N+](=O)[O-],1,0.9,1,13,0.23,9,-19,3,1,1526,11
C=CCn1c(SCc2ccccc2)nc2scc(-c3ccc(C)o3)c2c1=O,1,1,1,0,x,7,x,11,4,1478,5
Cc1ccsc1/C=N/n1c(-c2ccncc2)n[nH]c1=S,1,0.7,0.9,27,0.11,8,13,11,6,1556,9
O=C(COc1ccccc1)Nc1ccccc1Oc1ccccc1,0.9,0.8,0.8,15,-0.98,6,-11,2,5,1643,7
CCCN1CNC(=S)N(c2cccc(C)c2C)C1,1.1,1,1,4,x,11,x,3,3,1586,0
Cc1cc([N+](=O)[O-])c(C(C)(C)C)cc1N,1,0.9,0.9,12,-0.39,5,x,8,0,1593,10
CCOc1ccc(NC(=O)CSc2n[nH]c(N)n2)c([N+](=O)[O-])c1,1.1,0.9,1,7,0.59,-2,-9,2,14,1606,4
CCOC(=O)CCSCC(=O)Nc1nnc(C)s1,1,0.9,0.9,7,x,-5,4,3,-10,1324,-7
